From PubChem BioAssay
A549 tox: A549 cytotoxicity, counter-screen for Nrf2 inhibitors; A549 ARE-Fluc cells, CellTiter-Fluor viability, 18-24 h; Potency, µM (highest dose often 46 µM), without a hit: top-dose activity change, negative = cytotoxicity, actives largely listed as inhibitors; 390,000 compounds, 0.16% hits; note: % is set by controls: 0 for no effect and ±100 for the full control effect
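Cytotoxicity counterscreen: CellTiter-Fluor fluorescence was measured in A549 ARE_Fluc cells after 18-24 h of compound exposure in a concentration series. The subsequent BugLite luminescent read reports ARE-luciferase activity.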
MCF10A rereplic: DNA re-replication induction in MCF 10a cells. MCF 10A DNA re-replication, Hoechst nuclear intensity, 48 h. Potency, µM (series often up to 46.1 µM), without a hit: at the top dose activity, positive = re-replication, most hits filed as activators. 350,000 compounds, 2.9% hits. AID 624296; note: % of control where 0% means no effect; nearly all actives have a fitted effect of over 50% in size
Nrf2 activator: activates Nrf2 signaling. 410,000 compounds, 0.31% hits. Potency, µM (series often up to 46.1 µM), for the others: at the top dose activation, hits mostly activators. AID 624171. AREc32 ARE-luciferase reporter (MCF7-derived line), luminescence, 24 h; note: % of control where 0% means no effect; nearly all actives have a fitted effect of over 65% in size
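Each well held 1000 AREc32 cells, which were incubated with compound for 24 hr at 37 deg C after overnight attachment, and ARE reporter activity was quantified by firefly luciferase luminescence.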
TGFb inhibitor: inhibitors of TGF-b signaling | 410,000 compounds, 1.2% hits | AID 588855 | Potency, µM (series often up to 46.1 µM), for inactives: top-dose activity, negative = inhibition, actives largely listed as inhibitors | HepG2 CAGA-GFP TGF-b/SMAD3 reporter, GFP fluorescence, 18 h; TGF-beta stimulated, 500 pg/mL final; note: % is set by controls: 0 for no effect and ±100 for the full control effect; nearly all actives have a fitted effect of over 65% in size
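Read-out: total well GFP (ex488/em500-530) summed from mean per-cell fluorescence. Cells: HEPG2 CAGA-GFP, 1% FBS DMEM, 18 h at 37 degrees C with 500 pg/mL final TGF-beta. Unstimulated wells served as the full-inhibition control; stimulated DMSO wells = 0%.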
HepG2 viability: counter-screen for TGF-b inhibitors: cytotoxicity in HepG2 cells. HepG2 CAGA-GFP viability, ATP luminescence, 18 h. Potency, µM (top dose mostly 46.1 µM), without a hit: top-dose activity change, negative = cytotoxicity, hits mostly cytotoxic. 410,000 compounds, 0.76% hits; note: some results filed as inactive show a strong effect at the top dose
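CellTiter-Glo luminescence gave cytotoxicity after 18 hours at 37 degrees C. The cells were HepG2 CAGA-GFP in 1% FBS DMEM, stimulated with 500 pg/mL TGF-beta after compound addition. %Activity was normalised to no-cell wells (complete cell-killing) and DMSO (no toxicity), and curves were fitted and classified.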
ATXN2 expr inh: reduces ATXN2 reporter expression in HEK-293 cells; 360,000 compounds, 0.72% hits; HEK-293 ATXN2-luciferase reporter, luminescence, 24 h; Potency, µM (doses to about 57 µM), inactives show top-dose activity change, negative = inhibition, actives largely listed as inhibitors; note: % is set by controls: 0 for no effect and ±100 for the full control effect; nearly all actives have a fitted effect of over 55% in size
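qHTS (up to 57 uM final) was run with 24 h compound exposure of reporter cells at 37 °C. Each well was multiplexed: SteadyGlo luminescence measured ATXN2-luciferase expression after a fluorogenic Gly-Phe-AFC viability readout (25 uM final).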
Nrf2 inh: blocks Nrf2 signaling; Potency, µM (top dose mostly 46 µM), without a hit: top-dose activity change, negative = inhibition, most hits filed as inhibitors; 360,000 compounds, 2.1% hits; A549 ARE-Fluc reporter, luciferase luminescence, 18-24 h; note: % is set by controls: 0 for no effect and ±100 for the full control effect; nearly all actives have a fitted effect of over 60% in size
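Cells were seeded and rested 2 h, then exposed to compounds for 18-24 h. CellTiter-Fluor was read first as a viability measure. BugLite was added 15 min before the final luminescent read of ARE-luciferase activity in A549 cells.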
ATXN viability: viability counter-screen for ATXN expression inhibitors; S2 cells (HEK-293 line with an ATXN2-luciferase reporter) viability, CellTiter-Fluor protease fluorescence, 24 h; Potency, µM (top dose mostly 56.7 µM), actives largely listed as cytotoxic; 400,000 compounds, 0.49% hits; note: nearly all actives have a fitted effect of over 40% in size
EPAC2 antagonist: EPAC2 (human) antagonism; Q8WZA2; EPAC2 GEF exchange of Rap1B-BODIPY-GDP, fluorescence; Potency, µM (highest dose often 114 µM), for inactives: at the highest dose activity, negative = inhibition, usual class: inhibitors; 360,000 compounds, 0.18% hits; note: % is set by controls: 0 for no effect and ±100 for the full control effect; nearly all actives have a fitted effect of over 45% in size; many of its hits are not listed in these tables
Target sequence (Q8WZA2 whole entry, looked up): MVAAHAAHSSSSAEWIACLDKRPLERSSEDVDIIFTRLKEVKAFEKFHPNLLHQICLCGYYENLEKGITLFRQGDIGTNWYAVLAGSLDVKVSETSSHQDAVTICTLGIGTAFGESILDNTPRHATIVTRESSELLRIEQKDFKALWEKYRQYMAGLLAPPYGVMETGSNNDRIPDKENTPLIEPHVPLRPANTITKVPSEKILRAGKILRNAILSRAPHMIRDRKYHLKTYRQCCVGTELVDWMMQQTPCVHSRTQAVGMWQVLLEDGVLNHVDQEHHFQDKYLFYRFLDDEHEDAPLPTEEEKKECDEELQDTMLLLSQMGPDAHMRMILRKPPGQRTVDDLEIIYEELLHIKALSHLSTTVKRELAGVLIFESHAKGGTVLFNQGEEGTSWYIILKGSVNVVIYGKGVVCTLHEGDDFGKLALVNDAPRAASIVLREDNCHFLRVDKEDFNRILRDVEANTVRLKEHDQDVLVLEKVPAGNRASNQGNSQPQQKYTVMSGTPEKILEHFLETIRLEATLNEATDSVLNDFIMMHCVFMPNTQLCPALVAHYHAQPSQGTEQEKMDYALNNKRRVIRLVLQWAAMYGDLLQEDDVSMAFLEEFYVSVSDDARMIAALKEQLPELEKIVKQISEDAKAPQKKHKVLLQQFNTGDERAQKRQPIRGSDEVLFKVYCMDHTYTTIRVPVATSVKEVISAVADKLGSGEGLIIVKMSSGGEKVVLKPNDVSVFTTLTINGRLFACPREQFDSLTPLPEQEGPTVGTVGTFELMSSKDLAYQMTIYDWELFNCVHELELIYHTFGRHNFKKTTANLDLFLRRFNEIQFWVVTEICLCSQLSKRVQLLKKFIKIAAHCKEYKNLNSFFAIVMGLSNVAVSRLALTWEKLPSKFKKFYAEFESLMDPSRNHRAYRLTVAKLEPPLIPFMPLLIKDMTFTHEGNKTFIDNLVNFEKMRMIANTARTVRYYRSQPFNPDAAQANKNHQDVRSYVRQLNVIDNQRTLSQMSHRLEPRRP
* marks the source's active call; other numbers are inactive results; & = joins results of further samples; [ ] = another dose, or the depositor's remark. Calls come from the whole dose curve; as a rule, active = well fitted curve in the direction sought with a large enough effect; inconclusive = small, poorly fitted or top-dose-only effect, or another doubt; inactive = no such curve, though single readings can be large; an effect the other way counts as inactive or inconclusive. Potency is the fitted concentration of half-maximal effect.

Nc1ccc(C(=O)Nc2ccc(OC(F)(F)C(F)F)c(NC(=O)c3ccc(N)cc3)c2)cc1 was read as A549 tox -8%, MCF10A rereplic 19%, Nrf2 activator 0.3%, TGFb inhibitor -2%, HepG2 viability -8%, ATXN2 expr inh -4%, Nrf2 inh -8%, ATXN viability inconclusive and EPAC2 antagonist 4%.
Screening COC(C(=O)Nc1ccnn1C1CCN(Cc2cccc(C)n2)CC1)c1ccccc1 (configuration not stated) returned A549 tox -3%, MCF10A rereplic -3%, Nrf2 activator -0.7%, TGFb inhibitor 5%, HepG2 viability 8%, Nrf2 inh 15%, ATXN viability inactive and EPAC2 antagonist 15%.
For Cc1ccc(C(=O)NC(Cc2c[nH]c3ccccc23)C(=O)O)cc1 (configuration not stated) the results were A549 tox -6%, MCF10A rereplic 3%, Nrf2 activator 0.0%, TGFb inhibitor 0%, HepG2 viability -10%, ATXN2 expr inh -3%, Nrf2 inh 3%, ATXN viability inactive and EPAC2 antagonist 5%.
Screening O=C(CN1C(=O)COc2ccc(S(=O)(=O)N3CCOCC3)cc21)NCc1ccc(F)cc1 returned A549 tox 12%, Nrf2 activator -0.7%, TGFb inhibitor 0%, HepG2 viability -3% and Nrf2 inh 9%.
For O=C(CN(Cc1ccco1)C(=O)c1ccccc1F)Nc1ccccc1C(F)(F)F the results were A549 tox 2%, MCF10A rereplic 9%, Nrf2 activator -0.4%, TGFb inhibitor -2%, HepG2 viability -7%, ATXN2 expr inh -5%, Nrf2 inh 2%, ATXN viability inactive and EPAC2 antagonist 0%.
`Cc1ccc(-c2noc(C3CCCN(C(=O)c4ccccc4Br)C3)n2)o1` (configuration not stated) gave A549 tox 1%, MCF10A rereplic 12%, Nrf2 activator 3.9%, TGFb inhibitor 0%, HepG2 viability 6%, ATXN2 expr inh 41%[activator], Nrf2 inh inconclusive, ATXN viability inactive and EPAC2 antagonist -21%.
`CCOc1cccc(C(=O)Nc2cnn(Cc3ccccc3)c2)c1` gave A549 tox -8%, MCF10A rereplic -1%, Nrf2 activator 3.0%, TGFb inhibitor -2%, HepG2 viability 12%, ATXN2 expr inh -4%, Nrf2 inh -10%, ATXN viability inactive and EPAC2 antagonist -6%.
`CC(=O)C1=C(C)NC(SCc2ccc(C#N)cc2)=C(C#N)C1c1ccco1` (configuration not stated) gave A549 tox 0%, MCF10A rereplic 11%, Nrf2 activator 5.3%, TGFb inhibitor -5%, HepG2 viability -23%, ATXN2 expr inh -6%, Nrf2 inh -1%, ATXN viability inactive and EPAC2 antagonist 8%.
For CCN(c1ccc(Cl)cc1)S(=O)(=O)c1nnc(NC(=O)C(C)C)s1 the results were A549 tox 2%&13%, MCF10A rereplic 5%, Nrf2 activator -0.3%&-1.5%, TGFb inhibitor -1%&0%, HepG2 viability -9%&-14%, ATXN2 expr inh -27%, Nrf2 inh -12%&-27%, ATXN viability inactive and EPAC2 antagonist 2%.
C[C@H](NC(=O)c1ccco1)C(=O)NC1CCCCCC1 was read as A549 tox -2%, MCF10A rereplic 0%, Nrf2 activator -0.1%, TGFb inhibitor -3%, HepG2 viability 3%, ATXN2 expr inh 3%, Nrf2 inh 17%, ATXN viability inconclusive and EPAC2 antagonist 6%.
`CC(C)(C)C1CCC(=NNC(=O)c2cc3c(s2)CCCC3)CC1` (configuration not stated) gave A549 tox 0%, MCF10A rereplic 22%, Nrf2 activator 0.5%, TGFb inhibitor -11%, HepG2 viability -8%, ATXN2 expr inh -2%, Nrf2 inh 2%, ATXN viability inactive and EPAC2 antagonist -7%.
CSc1ccc(C(=O)C2CCCN(S(=O)(=O)N(C)C)C2)cc1 (configuration not stated) was read as A549 tox 8%, MCF10A rereplic -2%, Nrf2 activator -0.5%, TGFb inhibitor 4%, HepG2 viability -2%, ATXN2 expr inh -25%, Nrf2 inh -26%, ATXN viability inactive and EPAC2 antagonist 1%.

Nothing new here: entries from further up.
For CCN(c1ccc(Cl)cc1)S(=O)(=O)c1nnc(NC(=O)C(C)C)s1 the results were A549 tox 2%&13%, MCF10A rereplic 5%, Nrf2 activator -0.3%&-1.5%, TGFb inhibitor -1%&0%, HepG2 viability -9%&-14%, ATXN2 expr inh -27%, Nrf2 inh -12%&-27%, ATXN viability inactive and EPAC2 antagonist 2%.
C[C@H](NC(=O)c1ccco1)C(=O)NC1CCCCCC1 was read as A549 tox -2%, MCF10A rereplic 0%, Nrf2 activator -0.1%, TGFb inhibitor -3%, HepG2 viability 3%, ATXN2 expr inh 3%, Nrf2 inh 17%, ATXN viability inconclusive and EPAC2 antagonist 6%.
`CC(C)(C)C1CCC(=NNC(=O)c2cc3c(s2)CCCC3)CC1` (configuration not stated) gave A549 tox 0%, MCF10A rereplic 22%, Nrf2 activator 0.5%, TGFb inhibitor -11%, HepG2 viability -8%, ATXN2 expr inh -2%, Nrf2 inh 2%, ATXN viability inactive and EPAC2 antagonist -7%.
CSc1ccc(C(=O)C2CCCN(S(=O)(=O)N(C)C)C2)cc1 (configuration not stated) was read as A549 tox 8%, MCF10A rereplic -2%, Nrf2 activator -0.5%, TGFb inhibitor 4%, HepG2 viability -2%, ATXN2 expr inh -25%, Nrf2 inh -26%, ATXN viability inactive and EPAC2 antagonist 1%.

Additional entries:
For CN1CCCN(C(=O)CNC(=O)c2ccccc2F)CC1 the results were A549 tox 16%, MCF10A rereplic -1%, Nrf2 activator 2.0%, TGFb inhibitor inconclusive, HepG2 viability 1%, ATXN2 expr inh 6%, Nrf2 inh 18%, ATXN viability inactive and EPAC2 antagonist 18%.
Cc1ccc(S(=O)(=O)N2CC(O)CC2C(=O)NCc2ccc3c(c2)OCO3)cc1 (configuration not stated) was read as A549 tox 0%, MCF10A rereplic -3%, Nrf2 activator -0.8%, TGFb inhibitor 7%, HepG2 viability 0%, ATXN2 expr inh 2%, Nrf2 inh inconclusive, ATXN viability inactive and EPAC2 antagonist 2%.
CCOc1ccccc1-c1cnc(NC)cn1 was read as Nrf2 activator 3.9%, TGFb inhibitor 7%, HepG2 viability 22%, ATXN2 expr inh 6%, ATXN viability inactive and EPAC2 antagonist -16%.
CCOC(=O)c1cc(-c2ccc(F)cc2)n(CCC(=O)Nc2cc(OC)cc(OC)c2)c1C was read as A549 tox -7%, Nrf2 activator 0.7%, TGFb inhibitor inconclusive and HepG2 viability -20%.
For Cc1cccc(C(=O)O/N=C/c2ccc(Br)cc2)c1 the results were A549 tox 0%, MCF10A rereplic -1%, Nrf2 activator 2.2%, TGFb inhibitor inconclusive, HepG2 viability 0%, ATXN2 expr inh 2%, Nrf2 inh 5%, ATXN viability inactive and EPAC2 antagonist -5%.
For CC(=O)c1ccc(NC(=S)NC(NC(=O)c2ccco2)C(Cl)(Cl)Cl)cc1 (configuration not stated) the results were A549 tox -5%, MCF10A rereplic 10%, Nrf2 activator 16%, TGFb inhibitor inconclusive, HepG2 viability 5%, ATXN2 expr inh 9%, ATXN viability inactive and EPAC2 antagonist -3%.
`CN(CCc1ccccc1)C(=O)c1cccc(NC(=O)Cc2cccc(NC(=O)C3CCCN(C(=O)C4CCCCC4)C3)c2)c1` (configuration not stated) gave A549 tox -9%, MCF10A rereplic 3%, Nrf2 activator 5.8%, TGFb inhibitor inconclusive, HepG2 viability -17%, ATXN2 expr inh -5%, Nrf2 inh inconclusive, ATXN viability inactive and EPAC2 antagonist 3%.
`CCc1ccc(CNC(=O)c2ccc(-c3nc(CSc4ccc(C)cc4)c(C)o3)cc2)cc1` gave A549 tox -4%, Nrf2 activator -0.7%, TGFb inhibitor -5%, HepG2 viability 5%, ATXN2 expr inh 9%, Nrf2 inh inconclusive and ATXN viability inactive.
Screening COc1ccc(NC2C=CS(=O)(=O)C2)c(OC)c1 (configuration not stated) returned A549 tox 0%, MCF10A rereplic inconclusive, Nrf2 activator 3.7%, TGFb inhibitor -3%, HepG2 viability -9%, ATXN2 expr inh -11%, Nrf2 inh 8%, ATXN viability inactive and EPAC2 antagonist -4%.
C=C(C)CSc1nc2sc3c(c2c(=O)n1-c1ccccc1)CCN(C)C3 was read as A549 tox 22%, MCF10A rereplic 14%, Nrf2 activator 2.0%, TGFb inhibitor -2%, HepG2 viability 1%, Nrf2 inh 3%, ATXN viability inactive and EPAC2 antagonist 5%.
Screening Cc1cc([N+](=O)[O-])ccc1NC(=O)CCC(=O)N1CCCCC1 returned A549 tox -2%, MCF10A rereplic 0%, Nrf2 activator -0.7%, TGFb inhibitor 3%, HepG2 viability 4%, ATXN2 expr inh 26%, Nrf2 inh -5%, ATXN viability inactive and EPAC2 antagonist 7%.
Cn1nc(-c2ccc(Cl)cc2)cc1NC(=O)CSCC(=O)O was read as A549 tox 1%, MCF10A rereplic 0%, Nrf2 activator -0.7%, TGFb inhibitor 6%, HepG2 viability -19%, ATXN2 expr inh -11%, Nrf2 inh -10%, ATXN viability inactive and EPAC2 antagonist 4%.
COc1ccc(Cc2nnc(NC(=O)c3cc(OC)c(OC)c(OC)c3)s2)cc1 was read as A549 tox 0%, MCF10A rereplic inconclusive, Nrf2 activator 0.9%, TGFb inhibitor -28%, HepG2 viability -21%, ATXN2 expr inh 220%[activator], Nrf2 inh 1%, ATXN viability inactive and EPAC2 antagonist -21%.
`S=C(Nc1ccc(N2CCOCC2)cc1)Nc1ccc2nc(-c3ccco3)c(-c3ccco3)nc2c1` gave A549 tox -14%, MCF10A rereplic inconclusive, Nrf2 activator 2.3%, TGFb inhibitor 20%, HepG2 viability -13%, ATXN2 expr inh 7%, Nrf2 inh -21%, ATXN viability inactive and EPAC2 antagonist 0%.
`Cc1ccc(CNC(=O)c2c(C)oc3nc(C)nc(N4CCOCC4)c23)cc1` gave A549 tox -13%, Nrf2 activator 0.0%, TGFb inhibitor -2%, HepG2 viability -20% and Nrf2 inh 20%.
COc1ccc(NC(=O)CSc2nc3ccccc3nc2N2CCC(C)CC2)cc1 was read as A549 tox -14%, Nrf2 activator -0.1%, HepG2 viability -16% and Nrf2 inh -9%.

A portion of the library; count on the stated rates, not on these rows.
